GLP1R ag: qHTS of GLP-1 Receptor Agonists; HEK293 GLP-1R CRE-luciferase, luminescence, 4-6 h; cells express a hypersensitive GLP-1R form; Potency, µM (series often up to 45.6 µM), for inactives: at the highest dose activation, actives largely listed as activators; actives 0.007% (n = 380,000); AID 624172, 2012; further: potency means the concentration at half of the fitted maximal effect; % of control where 0% means no effect
Target sequence (P43220 whole entry, looked up): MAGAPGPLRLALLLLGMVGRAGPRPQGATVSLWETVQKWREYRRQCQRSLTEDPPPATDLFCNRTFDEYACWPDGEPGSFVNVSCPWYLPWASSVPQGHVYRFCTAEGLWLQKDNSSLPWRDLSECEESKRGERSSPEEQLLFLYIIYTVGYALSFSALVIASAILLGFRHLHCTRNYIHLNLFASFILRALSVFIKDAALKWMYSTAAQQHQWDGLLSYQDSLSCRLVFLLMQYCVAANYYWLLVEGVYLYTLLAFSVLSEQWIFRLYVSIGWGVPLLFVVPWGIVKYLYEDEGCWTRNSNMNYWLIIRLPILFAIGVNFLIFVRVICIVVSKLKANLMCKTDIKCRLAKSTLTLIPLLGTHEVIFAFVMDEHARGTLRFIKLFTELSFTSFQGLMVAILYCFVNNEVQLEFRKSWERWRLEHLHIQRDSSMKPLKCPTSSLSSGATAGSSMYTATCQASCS
TDP-43 yeast inh: qHTS of TDP-43 Inhibitors; TDP-43 expressing yeast growth rescue, BacTiter-Glo, 24 h; Potency, µM (top dose mostly 46.1 µM), for the others: at the top dose growth rescue (activation), most hits filed as activators; actives 1.8% (n = 410,000); AID 652104, 2013; further: potency means the concentration at half of the fitted maximal effect; % of control where 0% means no effect; nearly all actives have a fitted effect of over 50% in size
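Growth rescue of TDP-43-toxic yeast measured as ATP luminescence (BacTiter-Glo). Cells grown to mid-log in raffinose, induced in galactose at OD600=0.02, exposed to compound 24 hr at 30 deg C.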
GLP1R cytotox: qHTS of GLP-1 Receptor Inverse Agonists: Cytotox Screen | HEK293 cAMP-luciferase reporter cells, luminescence, 24 h | Potency, µM (series often up to 38.3 µM), inactives show at the highest dose activity change, negative = inhibition, hits mostly inhibitors | actives 0.13% (n = 410,000) | AID 624418, 2012;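 further: loss of luciferase light is scored as toxicity; potency means the concentration at half of the fitted maximal effect; on the % scale 0 is the no-effect control and ±100 the full control effect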
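Quantitative HTS format, 1536 wells, 200 cells/uL seeded. Compounds: 23 nL, 24 h, 37 °C. Detection: luciferase reagent, luminescence at 12 min RT; decreased signal taken as cytotoxic.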
DRD3 agonist: qHTS of D3 Dopamine Receptor Agonist: qHTS | D3R DiscoveRx beta-arrestin cells, luminescence, 90 min | max activation, % | actives 0.58% (n = 410,000) | AID 652048, 2013; in the data active means max activation above about 30%; further: 0% is about no effect; mostly tested at two doses, the higher about 12 µM
Target sequence (P35462 whole entry, looked up): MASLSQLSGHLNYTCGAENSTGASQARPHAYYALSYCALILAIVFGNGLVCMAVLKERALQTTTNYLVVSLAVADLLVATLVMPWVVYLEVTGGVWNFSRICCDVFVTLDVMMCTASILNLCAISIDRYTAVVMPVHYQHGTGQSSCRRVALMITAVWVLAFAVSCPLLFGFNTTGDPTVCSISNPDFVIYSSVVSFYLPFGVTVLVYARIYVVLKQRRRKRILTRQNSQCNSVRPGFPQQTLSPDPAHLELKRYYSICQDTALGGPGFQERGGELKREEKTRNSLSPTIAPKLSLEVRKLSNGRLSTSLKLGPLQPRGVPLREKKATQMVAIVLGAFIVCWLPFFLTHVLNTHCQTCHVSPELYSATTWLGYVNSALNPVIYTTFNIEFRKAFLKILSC
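Agonist mode: compounds and dopamine controls were applied to plated cells for 90 min at 37 degrees C after an overnight attachment at 1500 cells/well. Luminescent read-out followed 30 - 60 minutes at room temperature with DiscoveRx detection reagent.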
GLP1R inv ag: qHTS of GLP-1 Receptor Inverse Agonists (Inhibition Mode); AID 624417, 2012; actives 1.6% (n = 410,000); Potency, µM (doses to about 38.3 µM), for the others: at the top dose activity change, negative = inhibition, most hits filed as inhibitors; HEK293 GLP-1R CRE-luciferase, luminescence, 24 h; GLP-1R form is constitutively active; Glucagon-like peptide 1 receptor (Homo sapiens), P43220; further: potency means the concentration at half of the fitted maximal effect; on the % scale 0 is the no-effect control and ±100 the full control effect; nearly all actives have a fitted effect of over 55% in size
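qHTS in 1536-well format: reporter HEK293 cells expressing constitutive GLP-1R activity in DMEM + 10% Nu serum, 24 hr with compounds at 37 deg C, luminescence read after 12 min with detection reagent.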
DRD3 antagonist: qHTS of D3 Dopamine Receptor Antagonist: qHTS; max response, negative = inhibition, %; D(3) dopamine receptor (Homo sapiens), P35462; D3R cells, DiscoveRx beta-arrestin luminescence, antagonist mode; active compounds read low; AID 652054, 2013; actives 2.5% (n = 360,000); in the data active means max response below about -50%; inconclusive means no clear call, values can overlap the other calls; further: on the % scale 0 is the no-effect control and ±100 the full control effect; mostly tested at two doses, the higher about 12 µM
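Cells expressing the human receptor were seeded at 1500 cells/well, incubated overnight at 37 degrees C in 5% CO2, then exposed to library compounds with dopamine controls for 90 minutes at 37 degrees C before luminescent detection.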
aSyn yeast inh: qHTS of alpha-syn Inhibitors; actives 0.14% (n = 370,000); Yeast expressing alpha-synuclein, growth rescue, BacTiter-Glo, 24 h; Potency, µM (series often up to 46.1 µM), for the others: at the top dose growth rescue (activation), most hits filed as activators; further: potency means the concentration at half of the fitted maximal effect; % of control where 0% means no effect; nearly all actives have a fitted effect of over 65% in size
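Galactose-induced alpha-syn yeast (OD600=0.02, raffinose-pregrown) + pinned cpd, 24 hr, 30 deg C; growth by BacTiter-Glo luminescence. Growth restoration scores as activation.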
KB-V1 cytotox: qHTS assay for MDR1-selective chemotherapeutics: Primary screen using the drug-selected MDR subline cells KB-V1 | AID 1347076, 2019 | Potency, µM (series often up to 46.1 µM), inactives show at the highest dose activity change, negative = cytotoxicity, hits mostly cytotoxic | actives 3.4% (n = 400,000) | KB-V1 MDR cells viability, CellTiter-Glo, 72 h; further: potency means the concentration at half of the fitted maximal effect; on the % scale 0 is the no-effect control and ±100 the full control effect; nearly all actives have a fitted effect of over 60% in size
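Readout: CellTiter-Glo luminescence, 10 min after addition. Cells: KB-V1 MDR subline, 72 h at 37 degrees C with compound. Analysis: corrected, normalized data fitted to concentration-effect curves.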
PTHR1 ag: qHTS for PTHR1 Agonists: Primary Screen; Parathyroid hormone/parathyroid hormone-related peptide receptor (Homo sapiens), Q03431; HEK293 GP2 PTHR1 cells, GloSensor cAMP luminescence, 1 h; Potency, µM (titrated, usually from 115 µM), inactives show at the top dose activation, actives largely listed as activators; actives 0.075% (n = 410,000); AID 743266, 2014; further: potency means the concentration at half of the fitted maximal effect; nearly all actives have a fitted effect of over 55% in size; some results filed as inactive show a strong effect at the top dose; inactives centre near -15; many of its hits are not listed in these tables
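HEK-293-derived GP2 cells expressing PTHR1 and a GloSensor cAMP reporter, 3,000/well, plated overnight, given luciferin plus IBMX (each 0.5 mM as added) for 1 h at 37 °C, then compound for 1 h at 37 °C. Luminescence was read after 15 min at room temperature.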
* marks the source's active call; other numbers are inactive results; i = inactive; ? = inconclusive; / = not tested or not shown; & = joins results of further samples; [ ] = remark or other dose. Unless noted, the call rests on the fitted dose curve; in most records, active means well fitted curve in the direction sought with a large enough effect; inconclusive means small, poorly fitted or top-dose-only effect, or another doubt; inactive means no such curve, though single readings can be large; an effect the other way counts as inactive or inconclusive. A portion of the library; rates above refer to the full screens.

Preview:
SMILES | GLP1R ag | TDP-43 yeast inh | GLP1R cytotox | DRD3 agonist | GLP1R inv ag | DRD3 antagonist | aSyn yeast inh | KB-V1 cytotox | PTHR1 ag
CC(=O)N1c2ccc(S(=O)(=O)NCCc3ccccc3)cc2CC1C (stereo not given) | 6% | 12% | -5% | 12 | ? | 40 | 2% | -20% | -36%[inhibitor]
CCOc1cc(C(=O)Nc2ccccc2N2CCOCC2)ccc1OCC(=O)N1CCOCC1 | 0% | 6% | -5% | 2 | 8% | 3 | -4% | -12% | i
COc1ccc(NC(=O)CCCc2ccccc2)c(OC)c1 | 3% | 17% | 7% | 9 | 17% | 10 | 7% | -13% | 0%

All compounds of this part (from the top)
SMILES | GLP1R ag | TDP-43 yeast inh | GLP1R cytotox | DRD3 agonist | GLP1R inv ag | DRD3 antagonist | aSyn yeast inh | KB-V1 cytotox | PTHR1 ag
CC(=O)N1c2ccc(S(=O)(=O)NCCc3ccccc3)cc2CC1C (stereo not given) | 6% | 12% | -5% | 12 | ? | 40 | 2% | -20% | -36%[inhibitor]
CCOc1cc(C(=O)Nc2ccccc2N2CCOCC2)ccc1OCC(=O)N1CCOCC1 | 0% | 6% | -5% | 2 | 8% | 3 | -4% | -12% | i
COc1ccc(NC(=O)CCCc2ccccc2)c(OC)c1 | 3% | 17% | 7% | 9 | 17% | 10 | 7% | -13% | 0%
O=C(CC1NCCc2ccccc21)Nc1ccccc1Cl (stereo not given) | 6% | 4%[9.22 µM] | 1%[7.66 µM] | -12 | 12%[7.66 µM] | ? | -9% | 0% | i
O=C(C1=C[C@@H](c2csc3ccccc23)C[C@@H](OCCCCO)O1)N1CCN(Cc2ccc3c(c2)OCO3)CC1 | 10% | 19% | -2% | -51 | ? | ? | 0% | -4% | -10%
CCOC(=O)c1ccccc1NC(=O)CN(c1ccccc1)S(=O)(=O)c1ccc(OCC)cc1 | -1% | 4% | -4% | -9 | 9% | / | / | -21% | -2%
Cc1c(Cl)ccc2sc(NC(=O)c3ccc(S(=O)(=O)N4CCCC4)cc3)nc12 | -5% | 17% | -1% | 2 | 3% | / | 0% | 0% | -48%
CCCCN1C(=O)C(=O)N(CC(=O)Nc2cc(S(=O)(=O)N(C)C)ccc2C)C1=O | 2% | 4% | -1% | 1 | 1% | 8 | 1% | 19% | -1%
COc1cccc(CNC(=O)c2nn(C)c3c2CS(=O)(=O)c2ccccc2-3)c1 | / | 22% | 0% | 3 | 20% | / | / | 3% | -4%
O=C1CC(c2cccc([N+](=O)[O-])c2)c2ccc3ccccc3c2N1 (stereo not given) | 9% | 5% | -20% | -16 | 0% | -15 | -10% | 13µM* | -40%[inhibitor]
CC(C)(C)c1ccc(C2(C)NC(=O)NC2=O)cc1 (stereo not given) | 8% | -11% | 7% | 2 | 13% | 1 | 8% | 8% | i
Cc1ccccc1N1CC(c2nc3ccccc3[nH]2)CC1=O (stereo not given) | -3% | 0% | -3% | 2 | -5% | 8 | -3% | -5% | i
Nc1c(O)ccc2c1C(=O)c1ccccc1C2=O | -8% | -45%[inhibitor] | ? | -8 | 11% | ? | -43%[inhibitor] | -9% | -5%
CCOC(=O)C1CCCN(C(=O)c2c(C)nn(-c3ccc(F)cc3)c2-n2cccc2)C1 (stereo not given) | -5% | 0% | 0% | -4 | -16% | / | -2% | ? | i
CCC(=O)N1CCN(c2ccccc2NC(=O)c2ccc(OC)c(Cl)c2)CC1 | 4% | -10% | -11% | 3 | 0% | 11 | 8% | ? | -16%[57.5 µM]
COc1ccc(CN2C(=NC(=O)C3CCCO3)SC3CS(=O)(=O)CC32)cc1 (stereo not given) | -5% | 0% | 0% | -19 | 17% | 20 | 8% | -5% | 16%
CCCCn1nnnc1C(c1ccccc1)N1CCN(c2cccc(C)c2C)CC1 (stereo not given) | 0% | 22% | 3% | -2 | ? | 6 | 10% | ? | -63%[inhibitor]
Cc1c(O)ccc2c(O)c(NC(=O)c3ccc4c(c3)CCC(C)(C)O4)c(=O)oc12 | -5% | -9% | -4% | 2 | 0% | 33 | 2% | 5% | i
COc1ccc(CNCCCn2cnc(C(=O)Nc3ccc(C)c(C)c3)n2)cc1 | 0% | 22% | -17% | -30 | -72% | 0 | -8% | -6% | -12%
O=C(N/C(=C\c1ccc([N+](=O)[O-])cc1)C(=O)N1CCOCC1)c1cccc(Br)c1 | 13% | 14% | 4% | -5 | ? | -9 | -1% | -2% | i
CC(=O)c1ccc(Nc2ncnc3c2oc2ccccc23)cc1 | 15% | -9% | 4% | -1 | 31%[activator] | -20 | -8% | 5% | -21%[57.5 µM]
Cc1ccc(C(O)(C(=O)NNc2ccc3ccccc3n2)c2ccc(C)cc2)cc1 | -4%&-1% | 6%&12% | -8%&-20% | 2&6 | ? | -8&3 | 3%&-2% | ? | 26%&-7%
CC1(c2ccc(C#N)cc2)NC(=O)N(CC(=O)Nc2cc(S(=O)(=O)N3CCOCC3)ccc2Cl)C1=O (stereo not given) | -4% | -5% | 8% | 0 | 11% | -4 | 1% | -1% | i
CNc1cncc(-c2ccoc2)n1 | -6% | 17% | 4% | 6 | 27% | 0 | -15% | 3% | i
CC1CCCN(C2=C(Cl)C(=O)N(c3cccc(Cl)c3)C2=O)C1 (stereo not given) | -13% | 28% | 9% | -20 | 1% | -7 | 5% | -7% | -10%
CC(=O)c1cccc(NC(=O)Nc2ccc(C)cc2)c1 | 5% | 3% | -1% | -2 | ? | -13 | 3% | -1% | -30%[57.5 µM]
Cc1cccc(S(=O)(=O)NC(=O)C2(C)CCN2C(=O)Cc2ccccc2)c1 (stereo not given) | -6% | 18% | -1% | 7 | 8% | 4 | -1% | 3% | 0%
NC(=O)C(Cc1ccccc1)NS(=O)(=O)c1ccc(N2CCCC2=O)cc1 (stereo not given) | -2% | -25% | 62%[activator] | -4 | 8% | -19 | -5% | 12% | 3%[57.5 µM]
Cc1noc(C)c1C(=O)NCCCN1CCCC1=O | 2% | -15% | 5% | -17 | 39%[activator] | -9 | 1% | 14% | -10%
COc1ccc(-c2cn3nc(C)c(C)nc3n2)cc1OC | 10% | 27% | 4% | 2 | 22% | 1 | -4%[1.84 µM] | -1% | -27%
Cc1[nH]c(N=Nc2ccccc2)nc1N=Nc1ccccc1 | 3% | -81%[inhibitor] | ? | 2 | ? | -16 | ? | ? | -12%
CCCS(=O)(=O)N1CC(=O)N(c2ccc(Cl)cc2)C(C)(C(=O)NC2CCCC2)C1 (stereo not given) | / | 2% | -6% | -11 | 11% | / | / | -7% | i
Cc1cc(C)cc(N(C)S(=O)(=O)c2nnc(NC(=O)COc3ccc(C)c(C)c3)s2)c1 | / | 3% | 13% | 7 | -3% | / | / | / | -15%
CC(C)(C)OC(=O)C[C@H]1C/C=C\C[C@@H](CC(=O)N[C@H](CO)Cc2ccccc2)C(=O)NC[C@@H](c2ccccc2)OC1=O | 0% | 20% | 1% | 0 | -4% | 9 | 1% | 0% | -23%
Cc1ccc2cccc(NC(=O)C(F)(F)F)c2n1 | -8% | 13% | -9% | 5 | 7% | ? | 0% | ? | i
Cc1ccc(OCC(=O)NNC(=O)C2CCN(c3nccc(C)n3)CC2)cc1 | -2% | -7% | 2% | -5 | ? | -15 | 0% | 0% | i
Cc1ccc(NC(=O)COc2ccc(C3SCCS3)cc2)cc1 | -9% | -5% | 51% | -3 | 4% | -20 | -1% | 1% | i
Cc1cc(C)nc(NS(=O)(=O)c2ccc(NC(=O)c3nc(SC(C)C)ncc3Cl)cc2)n1 | / | 23% | 7% | 3 | 15% | / | / | 2% | -10%
Cc1ccccc1NC(=O)Nc1c(C)n(C)n(-c2ccccc2)c1=O | -9% | 0% | 1% | 3 | 28% | 16 | 3% | -2% | -10%
Cc1cccc(-n2nc(C)c3c(C(=O)O)cc(-c4cccs4)nc32)c1 | 0% | -6% | 15% | 3 | -10% | 4 | -20% | -2% | -55%[inhibitor]
CCc1nc(SCc2ccc(OC)cc2)n[nH]1 | -7% | 15% | -12% | -8 | 7% | -4 | 19% | 10% | i
O=C(NC1CCCCC1)C(c1ccccc1)N(Cc1cccnc1)C(=O)c1csnn1 (stereo not given) | 4% | -7% | -6% | 3 | 2% | -4 | 1% | 3% | -3%
Cc1cccc2c1cnn2C(=O)CCC(=O)NCC(C)c1ccccc1 (stereo not given) | -2% | 1% | 9% | -10 | 23% | -4 | 0% | 5% | -20%
Cc1cccc(Cc2nnc(CCC(=O)N3CCCCC3c3nccs3)o2)c1 (stereo not given) | -8% | -14% | -6% | -25 | -26% | -20 | 5% | ? | -6%
O=C(Cn1c(=O)n(CC2CCCO2)c(=O)c2ccccc21)N1CCN(c2ccccc2)CC1 (stereo not given) | -5% | 10% | -11% | 16 | -15% | 0 | -1% | 1% | -2%
O=c1oc2c(-c3cccc(F)c3)cc(O)cc2s1 | -8% | ? | 2% | -3 | -7% | -17 | -23% | -12% | -68%[inhibitor]
O=C(N/N=C/c1ccc(O)cc1)NC12CC3CC(CC(C3)C1)C2 | 12% | 11µM* | -1% | 4 | ? | 0 | -8% | 17% | -19%
COc1ccc2[nH]c(=O)c(CN(CC3CCCO3)C(=O)Nc3ccc(F)cc3)cc2c1 (stereo not given) | 5% | 2% | -9% | -4 | 0% | 80 | 8% | 2.6µM* | -93%[inhibitor]
